# Source: PubChem BioAssay
# NCOA2 inhibitor: human SRC2 (NCOA2) inhibition; Q15596; HEK293 GAL4-SRC2 luciferase reporter, luminescence; inhibition, % at 9 µM; 0.17% of 370,000 active;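 active = inhibition above the mean inhibition of all tested compounds plus 3 SD, set per campaign, cut at about 52% in these data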;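 note: 0% = DMSO treated cells and 100% = cells given Gossypol at 36 µM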
# Target sequence (Q15596 whole entry, looked up, the tested form may be a part): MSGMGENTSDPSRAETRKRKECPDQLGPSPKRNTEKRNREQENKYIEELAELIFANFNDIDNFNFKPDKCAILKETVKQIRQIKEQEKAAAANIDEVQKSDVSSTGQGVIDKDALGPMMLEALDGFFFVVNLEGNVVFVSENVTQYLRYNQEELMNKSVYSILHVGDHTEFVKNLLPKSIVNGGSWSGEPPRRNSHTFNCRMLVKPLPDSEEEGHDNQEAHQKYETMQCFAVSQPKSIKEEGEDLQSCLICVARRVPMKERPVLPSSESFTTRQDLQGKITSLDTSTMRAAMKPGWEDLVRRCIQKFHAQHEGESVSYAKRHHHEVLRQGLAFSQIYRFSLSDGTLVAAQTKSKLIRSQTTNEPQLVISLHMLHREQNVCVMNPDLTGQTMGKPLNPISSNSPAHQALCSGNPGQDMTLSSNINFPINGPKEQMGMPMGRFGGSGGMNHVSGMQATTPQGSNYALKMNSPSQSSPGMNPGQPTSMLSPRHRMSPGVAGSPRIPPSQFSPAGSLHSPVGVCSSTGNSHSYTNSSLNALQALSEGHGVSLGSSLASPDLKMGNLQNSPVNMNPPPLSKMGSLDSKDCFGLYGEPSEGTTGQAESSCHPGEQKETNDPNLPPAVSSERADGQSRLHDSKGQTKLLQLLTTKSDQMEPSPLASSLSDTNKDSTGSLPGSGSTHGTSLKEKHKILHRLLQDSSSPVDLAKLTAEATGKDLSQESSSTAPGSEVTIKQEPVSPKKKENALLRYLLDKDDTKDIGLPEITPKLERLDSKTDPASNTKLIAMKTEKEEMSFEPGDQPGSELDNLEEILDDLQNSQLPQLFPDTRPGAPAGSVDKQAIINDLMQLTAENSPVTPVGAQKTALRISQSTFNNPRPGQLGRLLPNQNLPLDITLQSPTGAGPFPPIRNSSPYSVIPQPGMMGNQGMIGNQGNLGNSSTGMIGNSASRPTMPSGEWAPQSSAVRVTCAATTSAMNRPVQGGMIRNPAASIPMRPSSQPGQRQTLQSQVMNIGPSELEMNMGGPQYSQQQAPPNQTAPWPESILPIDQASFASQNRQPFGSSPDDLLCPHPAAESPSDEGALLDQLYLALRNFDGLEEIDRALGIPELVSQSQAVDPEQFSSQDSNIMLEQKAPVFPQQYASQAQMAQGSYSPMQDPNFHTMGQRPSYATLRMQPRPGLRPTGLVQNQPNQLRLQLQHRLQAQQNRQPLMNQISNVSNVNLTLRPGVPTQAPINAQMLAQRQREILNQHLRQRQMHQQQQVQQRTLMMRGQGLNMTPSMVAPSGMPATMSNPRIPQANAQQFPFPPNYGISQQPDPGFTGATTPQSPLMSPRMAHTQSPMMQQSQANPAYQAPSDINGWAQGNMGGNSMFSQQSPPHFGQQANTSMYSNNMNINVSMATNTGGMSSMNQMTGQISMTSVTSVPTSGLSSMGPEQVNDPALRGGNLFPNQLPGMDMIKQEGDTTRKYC
# TLR9-MyD88 block: inhibitors of human TLR9-MyD88 binding; CHO BLA complementation TLR9-MyD88, CCF4 FRET ratio; inhibition, % at 4.98 µM; 0.21% of 340,000 active; AID 504734;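 active = inhibition above the mean over all tested compounds plus 3 SD, cut at about 21% in these data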;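 note: 0% = DMSO only wells and 100% = clavulanate BLA inhibitor control wells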
# TROY signal inh: blocks TROY-dependent signaling in reporter cells; Q293 LMP1-TROYcd NF-kB luciferase reporter, 4 h; inhibition, % at 10 µM; 0.98% of 360,000 active; AID 1347056;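 active = compounds whose plate-normalised and pattern-corrected inhibition of the luciferase reporter signal at the single screening dose is 50% or more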
# EBV LMP1 NFkB: reduces LMP1-driven NF-kappaB luciferase signal; inhibition, % at 12.5 µM; LMP1-induced NF-kappaB luciferase reporter cells, luminescence; 0.69% of 350,000 active; in the data active = inhibition above about 41%;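 note: 0% = neutral control wells and 100% = reference inhibitor control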
# SRC3 inh: inhibits human SRC3 coactivator; HEK293 GAL4-SRC3 luciferase reporter, luminescence; inhibition, % at 3.6 µM; 0.17% of 360,000 active; AID 588352;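 active = inhibition above a per-campaign cutoff, the mean of all compounds plus 3 SD, cut at about 60% in these data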;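 note: 0% = DMSO-treated cells and 100% = gossypol-treated cells at 36 µM; higher means less SRC3-driven luciferase light from the GAL4 reporter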
# Vif imaging: HIV Vif inhibition. AID 602346. inhibition, % at 7.49 µM. HEK293T cells, Vif self-association by quenched fluorescence, imaging, 24 h. 0.35% of 340,000 active; in the data active = inhibition above about 50%, passing the limit was not always enough; note: some results filed as inactive read as strong as hits
# NOD2-RIPK2 inh: NOD2-RIPK2 protein interaction inhibition | O43353 | inhibition, % at 4.98 µM | 0.38% of 360,000 active | CHO BLA complementation NOD2-RIPK2, CCF4 ratio | AID 624267; in the data active = inhibition above about 21%;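 note: 0% = vehicle only and 100% = reference blocker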
# LRH-1 inv ag: NR5A2 inverse agonism in reporter assay | 0.13% of 360,000 active | AID 602396 | O00482 | inhibition, % at 3.6 µM | HEK293T StAR-luciferase reporter, LRH-1 transfected, 24 h;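 active = inhibition above the mean inhibition of all tested compounds plus 3 SD, cut at about 73% in these data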;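 note: 0% = DMSO wells and 100% = reporter-only cells lacking LRH-1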
# NR2F2 inh: blocks human COUP-TFII nuclear receptor; 0.7% of 370,000 active; HEK293T NGFI-A luciferase reporter, luminescence; P24468; inhibition, % at 8.6 µM;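 active = inhibition above a per-plate cutoff, mean inhibition of test wells between control levels plus 3 SD, cut at about 38% in these data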;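 note: cells cotransfected with COUP-TFII expression vector driving the NGFI-A reporter; 0% = median of COUP-TF2 test wells and 100% = reporter-only cells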
# SRC1 inh: human NCOA1 inhibition. inhibition, % at 3.6 µM. 0.12% of 360,000 active. Q15788. HEK293 GAL4-SRC1 luciferase reporter, luminescence. AID 588354;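 active = inhibition above the campaign mean plus 3 SD, with each screening campaign given its own cutoff, cut at about 60% in these data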;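 note: 0% = DMSO treated cells and 100% = gossypol at 36 µM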
# C8 TRAIL sens: caspase-8 TRAIL sensitization | 1% of 360,000 active | AID 624354 | inhibition (viability loss, TRAIL sensitization), % at 10 µM | NB7+C8 cells + TRAIL, ATPlite viability luminescence;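 active = compounds causing at least 50% loss of cell viability in the single-dose screen, relative to plate controls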
# * hit, by the source's call; nt = not tested or not shown. Not all compounds are listed; rates above refer to the full screens.
SMILES,NCOA2 inhibitor,TLR9-MyD88 block,TROY signal inh,EBV LMP1 NFkB,SRC3 inh,Vif imaging,NOD2-RIPK2 inh,LRH-1 inv ag,NR2F2 inh,SRC1 inh,C8 TRAIL sens
CCS(=O)(=O)N1CCN(c2nc(-c3ccccc3)cs2)CC1,-18.3,-0.1,-10.8,-20.2,-6.7,5.9,0.1,-35.8,-3.1,-23.2,-3.7
O=C(CNS(=O)(=O)c1ccccc1)OCC(=O)c1ccc([N+](=O)[O-])cc1,6.8,9.5,1.4,12.0,-7.9,-7.4,-4.0,10.7,3.1,-9.5,-9.1
Cc1ccsc1C(C(=O)NC(C)(C)C)N(C(=O)c1csnn1)c1ccccc1 (centres undefined),-12.4,-8.9,-5.2,4.7,14.8,-0.4,3.9,-0.3,2.5,-22.7,-5.8
COC(=O)CSc1nnc(-c2ccco2)n1-c1ccc(C)cc1,-16.1,-0.6,-7.8,3.0,0.4,-3.0,4.6,-2.0,-1.0,-2.6,-0.8
CSc1ccc(S(=O)(=O)NC2CCCCCC2)cc1,-14.0,2.6,9.6,-1.1,8.8,-3.9,-2.8,7.8,11.3,10.5,-8.8
CCCCc1nn(-c2cc(Cl)ccc2OC)c2c1C(=O)CCC2,-14.1,-1.1,2.2,0.7,-1.4,-8.7,8.2,3.8,14.1,8.0,5.9
CC(C)C[C@@H](CN1CCC[C@@H]1CN1C(=S)NC[C@@H]1Cc1ccc(O)cc1)N1C[C@H](Cc2ccc(O)cc2)N(CC2CCCCCC2)C1=S,0.1,nt,6.7,nt,11.5,-0.9,4.9,-4.4,21.4,-4.8,-7.0
Nc1nnnn1/N=C/c1ccco1,-21.8,3.1,-6.6,-6.8,3.1,-25.9,-0.4,-15.1,2.7,2.8,8.9
Cc1ccc(-n2nnnc2SCC(=O)NNC(=O)c2ccc([N+](=O)[O-])cc2)cc1,-1.0,-10.2,-13.8,-1.4,-3.4,12.3,-2.9,0.7,-8.5,-1.0,1.0
O=C(C[C@@H]1CC[C@@H]2[C@H](COC[C@@H](O)CN2Cc2cc(F)ccc2F)O1)NCc1ccc(F)cc1,-21.6,nt,nt,nt,nt,nt,5.2,7.1,-4.8,nt,-7.0
Cc1ccc(C)c(S(=O)(=O)NNC(=O)c2sc(NS(=O)(=O)c3ccccc3)nc2C)c1,-3.4,5.6,-15.9,2.3,9.6,-2.0,-3.9,7.1,2.4,10.9,-1.0
Nc1nn(S(=O)(=O)c2ccccc2)cc1-c1ccc([N+](=O)[O-])cc1,-1.6,-6.9,-14.4,-0.3,10.3,3.9,7.6,34.0,8.1,3.2,-16.3
O=S1(=O)CC(N2CCC(c3ccccc3)CC2)CN1Cc1ccccc1 (centres undefined),-24.3,nt,-1.7,nt,-4.1,nt,-3.2,2.9,-14.6,2.3,-11.5
CCN(CC)P(=O)(Nc1cccc(C(F)(F)F)c1)c1ccc(N(C)C)cc1NC(=O)c1ccco1 (centres undefined),18.2,-9.9,-27.3,3.7,12.8,-7.5,-1.1,-1.4,6.9,-1.4,5.7
Cc1nn(C)c(C(=O)N2CCN(C(=O)c3ccco3)CC2)c1Br,-13.8,1.3,-3.5,5.7,4.0,0.6,-9.8,-4.9,10.6,-11.7,8.5
CN1CCN(C(=O)CCN2C(=O)/C(=C/c3ccc(F)cc3)SC2=S)CC1,-0.3,9.7,-6.6,-3.7,12.1,6.5,-7.1,5.9,-11.8,-5.1,3.7
CSc1nnc(NC(=O)CCc2ccccc2)s1,-38.0,3.6,-38.5,-10.1,-11.7,9.5,0.5,-19.3,-11.7,-19.7,13.5
CCOC(=O)C1=CCC(c2ccccc2)N(S(=O)(=O)c2ccccc2[N+](=O)[O-])C1 (centres undefined),3.3,nt,-1.3,nt,-27.3,37.3,-7.8,-8.8,1.6,0.9,-22.8
C(=NNc1ccc2ccccc2n1)c1ccccn1,-19.8,nt,83.2*,nt,68.4*,nt,-4.9,79.8*,-45.5,72.1*,87.2*
COc1ccc(C)cc1S(=O)(=O)N(C)CC(=O)N1CCN(c2ccccc2)CC1,-2.7,-9.6,12.0,0.4,10.6,-8.7,8.4,10.7,8.6,15.0,-3.1
CN(CC(=O)NCc1ccccc1)Cc1ccc(Cl)cc1,-6.2,-7.5,14.5,4.8,3.5,-1.6,8.6,8.1,4.9,12.7,-14.7
Nc1ccccc1C(=O)NCCCN1CCN(c2cccc(Cl)c2)CC1,-16.3,-0.4,24.3,-2.6,19.2,12.8,-3.2,13.0,15.8,-2.8,18.6
COc1ccc(N2C(=O)NC(NC(=O)c3ccncc3)(C(F)(F)F)C2=O)cc1 (centres undefined),-0.5,-0.2,-8.2,5.4,-15.1,-2.0,-5.3,-17.1,4.1,6.4,-15.2
O=C(Nc1ccc(Oc2ccc(C(F)(F)F)cn2)c(Cl)c1)C1CC1,17.6,-9.1,20.7,8.1,8.1,11.2,-5.9,-1.4,8.0,-15.7,-1.9
O=C1CC(c2ccc(F)cc2)Sc2nc(-c3ccccc3)c(-c3ccccc3)n21 (centres undefined),-13.6,-1.3,11.4,-9.0,-11.0,-17.6,0.9,-12.9,4.2,-8.1,0.3
Cc1cc(C)c(CN2CCN(C(=O)Cn3cnc4c(OCc5ccccc5)ncnc43)CC2)c(C)c1,21.7,9.5,33.1,33.2,24.7,-2.8,-3.3,32.4,62.9*,25.8,9.7
CC(=O)N1CCc2cc(S(=O)(=O)N3CCCCCC3)ccc21,2.4,2.3,11.0,5.3,-7.0,3.1,-3.9,-24.6,-5.6,8.3,-5.0
COc1ccc(C(CCN2CCCCC2)c2c(OC)cc(OC)c3c(-c4ccccc4)cc(=O)oc23)cc1 (centres undefined),-1.0,-0.7,-6.3,-17.6,-48.8,-0.7,10.5,-26.7,1.7,8.4,32.3
Cc1sc(NC(=O)c2ccc(Br)s2)c(C(N)=O)c1C,-59.7,4.2,-32.8,-26.2,-92.7,nt,-4.4,-81.3,-79.3,-85.4,24.6
CC(C)CCNC(=O)C(=O)Nc1ccccc1,-34.0,6.1,-50.8,-21.6,-71.9,nt,-4.6,-129.3,-55.2,-91.5,9.1

# The last two entries of the section before are carried over, then new ones follow:
SMILES,NCOA2 inhibitor,TLR9-MyD88 block,TROY signal inh,EBV LMP1 NFkB,SRC3 inh,Vif imaging,NOD2-RIPK2 inh,LRH-1 inv ag,NR2F2 inh,SRC1 inh,C8 TRAIL sens
Cc1sc(NC(=O)c2ccc(Br)s2)c(C(N)=O)c1C,-59.7,4.2,-32.8,-26.2,-92.7,nt,-4.4,-81.3,-79.3,-85.4,24.6
CC(C)CCNC(=O)C(=O)Nc1ccccc1,-34.0,6.1,-50.8,-21.6,-71.9,nt,-4.6,-129.3,-55.2,-91.5,9.1
CCC(C)(C)NC(=O)C(c1ccc(OC)cc1)N(C(=O)CCC(=O)Nc1cc(C)on1)C1CC1 (centres undefined),19.1,-2.4,17.4,6.9,-8.9,-5.0,-11.3,0.4,-4.4,4.8,4.3
Cc1nn(C(C)C)c(C)c1CN1CCN(Cc2ccsc2)C(CCO)C1 (centres undefined),-5.4,4.3,4.2,2.4,-5.4,8.0,3.8,-8.5,-12.7,-0.4,-6.9
Cc1cccc(OCC(=O)NC(C)C(=O)N/N=C/c2c(OCc3ccccc3)ccc3ccccc23)c1 (centres undefined),nt,0.2,-71.4,-27.2,-32.6,3.9,3.9,-36.6,nt,-17.7,8.6
C=CCN1CCc2c(cc(O)c(O)c2Cl)C(c2ccccc2)C1 (centres undefined),-9.5,3.1,-4.0,-3.0,-2.6,-8.2,4.5,15.4,-5.8,-10.7,11.1
C[C@H](CO)N1C[C@H](C)[C@@H](CN(C)C)Oc2c(NC(=O)CCCCCC(=O)Nc3ccccc3N)cccc2C1=O,-2.0,3.9,-9.9,16.5,-1.6,-2.3,-3.9,13.7,19.1,-15.8,-1.6
COc1cccc(N2CCN(C(=O)c3ccccc3SCC(=O)NCc3ccco3)CC2)c1,9.0,-15.3,-4.5,1.5,3.3,-3.4,-0.1,-13.8,13.8,-6.0,10.9
COc1ccc(-c2cn3c(C)c(C(=O)N4CCN(c5ccc(F)cc5)CC4)sc3n2)cc1,-1.2,-8.2,10.7,1.8,2.0,-5.3,-14.6,-0.8,1.2,9.2,5.1
C=CCNC(=O)C1CC(=O)N(c2ccc(OCC(=O)Nc3ccc(C)cc3)cc2)C1 (centres undefined),-11.6,1.1,-5.3,6.9,-8.2,22.5,-11.7,3.5,10.8,-31.2,1.7
COc1ccccc1-c1noc2c1C(=O)N(C(=O)OC(C)(C)C)CC2,-12.0,9.1,-17.6,1.9,-19.4,0.4,-2.3,-3.8,-9.6,-15.8,12.5
O=C(CSc1nnc(-c2cc3ccccc3cc2O)n1Cc1ccco1)N1CCc2ccccc2C1,28.7,-3.3,25.6,11.3,13.1,-2.6,-6.2,-18.8,-27.4,-2.2,3.8
CCOc1ccc(NC(=O)c2ccc(CSc3nnc(C)s3)cc2)cc1,-11.9,-5.4,-7.1,1.8,-40.1,-3.4,7.8,-26.0,2.5,-33.2,15.4
O=C(Nc1cccc(-c2ccc(F)cc2)c1)C1CCCN(Cc2cccnc2)C1 (centres undefined),27.2,-13.4,10.0,-11.0,-9.6,-2.3,-10.8,-3.8,-4.2,-0.7,-12.2
COC(=O)C1=C(C)N(C)C(=O)NC1c1cc2c(cc1[N+](=O)[O-])OCO2 (centres undefined),-18.5,0.8,12.9,-22.5,0.2,-8.0,-1.3,-6.3,3.4,13.6,-1.1
CCCCc1cc(=O)oc2cc(C)cc(OCC(=O)NC(Cc3ccc(Cl)cc3)C(=O)O)c12 (centres undefined),5.9,-4.8,3.1,-5.6,15.1,-3.8,-2.8,-40.1,6.4,-14.7,2.6
CCC(=O)NC(=S)Nc1ccc(-c2nc3ccc(C)cc3s2)cc1,-43.8,-3.5,-57.8,-85.4,-79.9,-0.7,0.1,-68.1,-21.3,-50.8,4.3
C[C@](N)(Cc1ccc(O)c(O)c1)C(=O)O,9.3,-5.5,5.2,6.3,0.5,-6.4,-14.3,-8.2,-5.4,9.4,-2.2
Cc1cccc(CC(=O)Nc2ccc(C(=O)N3CCCCC3)cc2)c1,-11.5,-1.5,-30.8,3.2,-2.5,-5.7,0.4,-33.2,-19.7,11.4,6.3
CC(C)Nc1nc(NC(C)C)nc(N(C)C(N)=O)n1,-13.2,-0.7,-4.2,4.9,14.0,-2.1,5.7,1.5,3.4,-11.0,-16.3
CCCCS/C(N)=N/N=C/c1cc(C)ccc1O,-43.5,1.6,-35.7,-15.9,-8.9,0.0,-0.8,-29.4,-34.6,-29.0,-5.5
CSc1ccccc1NC(=O)c1cnc2n(c1=O)CCS2,-12.7,-10.4,-36.2,-6.0,-21.9,10.9,3.3,-29.7,-10.8,-28.0,2.7
O=c1cc(C=NNc2ccc([N+](=O)[O-])cc2)[nH]c(=O)[nH]1,-8.2,-4.9,10.4,-13.5,-19.1,-2.4,-2.0,-9.1,-13.0,-21.3,-7.2
Cc1cccc(C)c1Nc1nnc(SCc2cc([N+](=O)[O-])cc3c2OCOC3)s1,25.9,9.4,8.7,-12.5,5.5,3.5,1.8,-20.5,7.6,-3.4,-19.7
